RXFP1 antag – blocks the human relaxin receptor RXFP1. hit rate 0.59% among 350,000. HEK293-RXFP1, relaxin-stimulated cAMP HTRF, 30 min; stronger effect = lower value. activity change, negative = inhibition, % at 57.5 µM. Q9HBX9;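 active = activity change of -60% or lower, but not beyond a set lower limit; inconclusive = change between -60% and -40%, or beyond the set limit; inactive = change above -40%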; note: % is set by controls: 0 for no effect and ±100 for the full control effect
Target sequence (Q9HBX9 whole entry, looked up): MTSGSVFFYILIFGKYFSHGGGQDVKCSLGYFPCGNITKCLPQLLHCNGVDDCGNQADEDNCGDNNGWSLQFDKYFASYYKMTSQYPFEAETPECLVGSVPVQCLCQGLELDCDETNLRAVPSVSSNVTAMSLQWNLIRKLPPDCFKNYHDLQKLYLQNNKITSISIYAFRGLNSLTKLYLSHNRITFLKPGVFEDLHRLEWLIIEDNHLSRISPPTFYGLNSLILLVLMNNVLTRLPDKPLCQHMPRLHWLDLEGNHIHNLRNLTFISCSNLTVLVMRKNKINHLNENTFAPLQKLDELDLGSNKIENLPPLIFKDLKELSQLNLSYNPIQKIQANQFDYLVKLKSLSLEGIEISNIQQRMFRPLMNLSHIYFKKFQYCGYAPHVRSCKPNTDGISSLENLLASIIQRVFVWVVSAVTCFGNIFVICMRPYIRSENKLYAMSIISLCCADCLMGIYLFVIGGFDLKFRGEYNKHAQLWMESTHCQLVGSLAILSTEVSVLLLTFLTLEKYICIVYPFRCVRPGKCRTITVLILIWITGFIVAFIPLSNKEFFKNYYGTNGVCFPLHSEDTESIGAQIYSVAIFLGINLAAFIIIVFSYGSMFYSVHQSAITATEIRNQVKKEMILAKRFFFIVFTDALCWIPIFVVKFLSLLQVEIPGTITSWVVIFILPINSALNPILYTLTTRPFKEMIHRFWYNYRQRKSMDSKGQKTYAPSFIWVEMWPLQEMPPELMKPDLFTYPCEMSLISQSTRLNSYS
Vif-APOBEC3F blk – Vif-A3F binding inhibition | HeLa A3F-eYFP + Vif (tagged APOBEC3F with the HIV-1 protein that degrades it), YFP fluorescence increase | Potency, µM (titrated, usually from 46.1 µM), for inactives: top-dose activity, negative = active | hit rate 0.2% among 390,000; note: potency is the fitted concentration of half-maximal effect; % of control where 0% means no effect; nearly all actives have a fitted effect of over 65% in size
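Fluorescence increase (Ex 488/Em 500-530) after overnight compound treatment at 37 deg C flags inhibition of Vif-driven A3F-eYFP loss in stable HeLa A3F-eYFP/Vif cells seeded overnight beforehand.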
D1 potentiator – potentiators of human D1 dopamine receptor; potentiation, % at 10 µM; AID 504651; HEK293 TREx D1 cells, calcium flux, dopamine EC20 potentiation; hit rate 0.036% among 360,000; P21728; in the data active = potentiation above about 30%; note: 0% is about no effect
Vif-A3G inh – blocks the Vif interaction with human APOBEC3G; Q9HC16; HeLa A3G-eYFP + Vif (tagged APOBEC3G with the HIV-1 protein that degrades it), YFP fluorescence, overnight; Potency, µM (series often up to 46.1 µM), without a hit: at the top dose activity, negative = active, hits mostly inhibitors; hit rate 0.076% among 410,000;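 note: potency is the fitted concentration of half-maximal effect; % is set by controls: 0 for no effect and ±100 for the full control effect; nearly all actives have a fitted effect of over 60% in size; hits raise eYFP signal because A3G escapes Vif-driven loss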
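HeLa cells stably expressing Vif and C-terminally eYFP-tagged A3G, seeded overnight at 37 deg C, then exposed to compound by pintool overnight at 37 deg C. Rise in yellow fluorescence (Ex 488/Em 500-530, Acumen) marks blocked Vif-driven A3G degradation.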
D1 ag – human D1 receptor agonism; HEK293 T-REx D1 cells, calcium flux, agonist mode; activation, % at 2 µM; P21728; hit rate 1% among 360,000; in the data active = activation above about 30%; note: 0% is about no effect
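Inducible HEK293 T-REx D1 cells, force-coupled to calcium signalling, were plated at 4000 cells/well with tetracycline and held overnight at 30 C. After no-wash calcium dye loading, compound-evoked calcium rise over 180 s flagged agonists.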
D1 antag – antagonists of human D1 dopamine receptor; P21728; HEK293 TREx D1 cells, calcium flux, dopamine EC80; stronger effect = lower value; activity change, negative = inhibition, % at 10 µM; hit rate 3.2% among 360,000; AID 504652; in the data active = activity change below about -30%; note: % is set by controls: 0 for no effect and ±100 for the full control effect
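HEK293 T-REx cells expressing inducible, force-coupled D1 receptor; no-wash Ca dye, 30–90 min RT. Cmpd → 180 s read at 1 Hz → EC80 DA → 180 s read.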
GRP78 ERSR act – induces the endoplasmic reticulum stress response in human glioma cells; U87-MG GRP78 promoter luciferase reporter, 16 h; Potency, µM, for the others: at the highest dose activation, most hits filed as activators; hit rate 0.02% among 420,000; AID 602332; note: potency is the fitted concentration of half-maximal effect; series mostly up to about 76 µM; % of control where 0% means no effect; nearly all actives have a fitted effect of over 35% in size
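Stably transfected U87-MG human glioma cells carrying a GRP78-based luminescent sensor were seeded at 1000 cells/well, pin-dosed with compounds and incubated 16 h. Luciferase reagent was then added, and end-point luminescence was read after 10 min at room temperature.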
RXFP1 agonist – RXFP1 (human) receptor agonism; hit rate 0.3% among 370,000; AID 2676; Q9HBX9; Potency, µM (doses to about 57.5 µM), without a hit: top-dose activation, hits mostly activators; HEK293T-RXFP1 cAMP TR-FRET, 30 min; response scale: percent of porcine relaxin response, buffer zero; note: potency is the fitted concentration of half-maximal effect; % is set by controls: 0 for no effect and ±100 for the full control effect; nearly all actives have a fitted effect of over 60% in size; many of its hits are not listed in these tables
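HEK293T cells stably expressing RXFP1 were pretreated with the PDE4 inhibitor Ro 20174, exposed to compounds for 30 min at 37C, lysed, and cAMP was read by TR-FRET. Data normalized to buffer (basal) and 29 nM porcine relaxin (100%).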
D2 potentiator – positively modulates the human D2 dopamine receptor allosterically; HEK293 T-REx D2, calcium flux, EC20 dopamine potentiation; potentiation, % at 10 µM; AID 485347; hit rate 0.34% among 340,000; P14416;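 active = potentiation over 3 SD above the plate norm, cut at about 30% in these data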; note: 0% is about no effect
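Potentiation of an EC20 dopamine calcium response is measured in a force-coupled, tetracycline-inducible Hek293 Trex D2 line. Compound-only kinetic reads over 180 s flag agonists before dopamine addition.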
Active calls of the source: *; ? = inconclusive; / = no result given. Unless noted, calls come from the whole dose curve; as a rule, active = well fitted curve in the direction sought with a large enough effect; inconclusive = small, poorly fitted or top-dose-only effect, or another doubt; inactive = no such curve, though single readings can be large; an effect the other way counts as inactive or inconclusive. This is a subset. The share of hits here may be higher or lower than overall.

1	COc1cccc(OCCNc2cc(N3CCOCC3)ccc2[N+](=O)[O-])c1
2	CC(C)c1ccc(NC(=O)c2ccc(Cn3nc(N4CCN(c5ccccc5)CC4)ccc3=O)o2)cc1
3	CCOC(=O)c1ccc(N=NN(C)C)cc1
4	CCc1nnc(NC(=O)CN2CCN(Cc3ccccc3C)CC2)s1
5	CCC(C)n1c(C)cc(=O)n1C(C)CC (configuration not stated)
6	Cc1ccc(NC(=O)C(Cc2ccccc2)NC(=O)OCc2ccccc2)cc1C (configuration not stated)

Assay by compound	1	2	3	4	5	6
RXFP1 antag	-11	-19	-3	9	-10	-5
Vif-APOBEC3F blk	-7%	1%	?	-3%	2%	-11%
D1 potentiator	3	-1	-6	2	/	-3
Vif-A3G inh	-6%	0%	2%	0%	0%	0%
D1 ag	1	2	1	6	/	0
D1 antag	-1	-6	-20	7	/	7
GRP78 ERSR act	6%	-2%	1%	-5%	-6%	-5%
RXFP1 agonist	6.4%	-0.5%	1.0%	-1.0%	/	-0.2%
D2 potentiator	18	0	1	-6	/	-13

A different layout for part of the listing above:
6. Cc1ccc(NC(=O)C(Cc2ccccc2)NC(=O)OCc2ccccc2)cc1C (configuration not stated)
  RXFP1 antag: -5
  Vif-APOBEC3F blk: -11%
  D1 potentiator: -3
  Vif-A3G inh: 0%
  D1 ag: 0
  D1 antag: 7
  GRP78 ERSR act: -5%
  RXFP1 agonist: -0.2%
  D2 potentiator: -13

2. CC(C)c1ccc(NC(=O)c2ccc(Cn3nc(N4CCN(c5ccccc5)CC4)ccc3=O)o2)cc1
  RXFP1 antag: -19
  Vif-APOBEC3F blk: 1%
  D1 potentiator: -1
  Vif-A3G inh: 0%
  D1 ag: 2
  D1 antag: -6
  GRP78 ERSR act: -2%
  RXFP1 agonist: -0.5%
  D2 potentiator: 0

1. COc1cccc(OCCNc2cc(N3CCOCC3)ccc2[N+](=O)[O-])c1
  RXFP1 antag: -11
  Vif-APOBEC3F blk: -7%
  D1 potentiator: 3
  Vif-A3G inh: -6%
  D1 ag: 1
  D1 antag: -1
  GRP78 ERSR act: 6%
  RXFP1 agonist: 6.4%
  D2 potentiator: 18

(further entries)
7	CN(C)c1ccc(NC(=O)CSc2n[nH]c(-c3ccco3)n2)cc1
8	O=C(CN(Cc1cccs1)C(=O)CN1C(=O)COc2ccccc21)NCc1ccco1
9	CN(C)CCCn1c(=O)n(Cc2ccco2)c(=O)c2c3c(sc21)CCCCC3
10	O=C(NCc1cccc(F)c1)C1CCCN(C(=O)N2CCOc3ccccc32)C1 (configuration not stated)
11	CCN(CC)C(=O)c1cn(-c2cccc(OC)c2)c(=O)c2ccccc12
12	O=C(CN1CCOCC1)Nc1nc(-c2ccccc2Cl)cs1

Assay by compound	7	8	9	10	11	12
RXFP1 antag	-9	-3	-25	-14	10	8
Vif-APOBEC3F blk	9%	2%	-7%	1%	3%	5%
D1 potentiator	-2	-3	4	4	-3	-3
Vif-A3G inh	-2%	3%	3%	3%	-4%	-2%
D1 ag	0	3	11	-2	3	3
D1 antag	5	-6	13	1	-16	8
GRP78 ERSR act	1%	-3%	-4%	0%	-3%	9%
RXFP1 agonist	1.7%	2.3%	2.2%	3.9%	4.1%	0.0%
D2 potentiator	3	-3	/	-1	3	12

13	COC(=O)C(CC(=O)c1ccccc1)CC(=O)c1ccccc1
14	C[C@H](NC(=O)OC(C)(C)C)C(=O)N/N=C/C1=Cc2ccccc2OC1
15	COc1ccc(S(=O)(=O)N2CCCC(C(=O)NCCC3=CCCCC3)C2)cc1 (configuration not stated)
16	CCN(CC)CCNC(=O)CNC(=S)N(CCCN1CCOCC1)Cc1cccs1
17	OC(CNC1CCCCC1)COCCOc1ccc(Br)cc1 (configuration not stated)
18	Cc1cccc(C)c1Nc1nnc(SCc2nc3ccccc3s2)s1

Assay by compound	13	14	15	16	17	18
RXFP1 antag	9	-8	-7	-1	-24	/
Vif-APOBEC3F blk	-2%	3%	-1%	6%	-12%	?
D1 potentiator	1	-6	-11	5	-1	-9
Vif-A3G inh	0%	1%	1%	3%	0%	-3%
D1 ag	-1	2	0	4	48*	0
D1 antag	-10	-20	-12	-2	-30*	5
GRP78 ERSR act	7%	-1%	-5%	-3%	-7%	2%
RXFP1 agonist	-3.2%	-0.8%	-0.1%	-3.4%	0.6%	-0.2%
D2 potentiator	-4	0	-9	-10	-4	-8

19	C/C(=N\Nc1ncc(Cl)cc1Cl)c1ccc2c(c1)OCO2
20	COc1cccc(NC(=O)CSC2=NN3CCCC(=O)N=C3S2)c1
21	Cc1cc(C)cc(N(CC(=O)O)S(=O)(=O)c2c(C)[nH]c(=O)[nH]c2=O)c1
22	CCOC(=O)c1c(-c2ccccc2)csc1NC(=O)C(C)NCc1ccco1 (configuration not stated)
23	CCOC(=O)C1=C(C)NC(=O)NC1c1ccc(-c2ccc(Cl)cc2)o1 (configuration not stated)
24	CC(=O)Nc1sc2c(c1C(N)=O)CCC2

Assay by compound	19	20	21	22	23	24
RXFP1 antag	2	11	1	-12	-17	14
Vif-APOBEC3F blk	0%	0%	-3%	2%	?	5%
D1 potentiator	-3	-8	-6	-3	1	-3
Vif-A3G inh	0%	-2%	-3%	3%	-10%	3%
D1 ag	6	7	1	7	1	1
D1 antag	2	-1	-18	2	3	-3
GRP78 ERSR act	5%	-5%	-1%	0%	-2%	-4%
RXFP1 agonist	2.0%	3.1%	-1.4%	-0.8%	2.4%	0.5%
D2 potentiator	3	-6	-20	-4	-3	-2

25	COCCNC(=O)c1cnn(-c2cccc(C)c2)c1-n1cccc1
26	COc1cccc(CNC(=O)C2CCCN(c3nn4c(=O)cc(C)nc4s3)C2)c1OC (configuration not stated)
27	Cc1nnc2ccc(N3CCCC3)nn12
28	COc1ccc(CCN(C)C(=O)CSc2nccn2C)cc1OC
29	CC(/C=C/c1ccccc1)=N/NC(=O)c1cc([N+](=O)[O-])cc([N+](=O)[O-])c1
30	CCN(CCCNC(=O)c1cc2c(=O)n(C)c3ccccc3c2s1)c1ccccc1

Assay by compound	25	26	27	28	29	30
RXFP1 antag	-2	-1	-4	-3	6	4
Vif-APOBEC3F blk	-3%	-3%	2%	7%	-14%	-2%
D1 potentiator	-3	-1	-3	-2	-6	-1
Vif-A3G inh	1%	-1%	1%	-1%	0%	2%
D1 ag	3	1	2	4	4	1
D1 antag	5	-2	-1	3	-12	3
GRP78 ERSR act	-1%	-4%	-1%	-3%	-4%	2%
RXFP1 agonist	-0.8%	1.1%	25%	3.3%	1.7%	0.0%
D2 potentiator	0	-4	8	1	6	-15

31	CCCS(=O)(=O)c1nc(C)cc(C)c1S(C)(=O)=O
32	CC(C)CCC(C)NC(=O)Cc1ccc(S(=O)(=O)N2CCOCC2)s1 (configuration not stated)
33	Nc1[nH]c(=O)[nH]c(=O)c1N=Nc1cccc(Cl)c1
34	CN(C)CCNC(=O)/C=N/O
35	CC(CNC(=O)c1cccc(Br)c1)n1cncn1 (configuration not stated)
36	COc1cc2ccccc2cc1C(=O)N1CC(C)CC(C)C1 (configuration not stated)

Assay by compound	31	32	33	34	35	36
RXFP1 antag	3	4	-2	-4	5	-1
Vif-APOBEC3F blk	13%	-1%	1%	0%	-5%	-31%
D1 potentiator	-3	-8	2	-5	-5	-5
Vif-A3G inh	-12%	1%	4%	-2%	-2%	3%
D1 ag	-1	0	1	2	2	4
D1 antag	12	11	5	-10	-19	1
GRP78 ERSR act	-3%	0%	2%	-7%	-3%	2%
RXFP1 agonist	-1.8%	-0.4%	2.3%	-0.2%	-0.1%	-1.4%
D2 potentiator	6	6	-1	-7	-1	10

37	O=C(C1CCCO1)N1CCN(C(=S)Nc2ccccc2Cl)CC1 (configuration not stated)
38	CN(Cc1ccc(Cl)cc1Cl)C(=O)CN1C(=O)NC2(CCCC2)C1=O
39	NS(=O)(=O)c1ccc(NC(=O)COC(=O)c2ccc([N+](=O)[O-])s2)cc1
40	COC(=O)C1=C(O)/C(=C/c2ccc(OCC(=O)Nc3ccccc3)cc2)N=C1C
41	CN(Cc1ccc(Cl)cc1Cl)C(=O)Cc1ccc(S(=O)(=O)N2CCOCC2)s1
42	Cc1cc(/C=C2/SC(=S)N(c3ccc([N+](=O)[O-])cc3)C2=O)c(C)n1-c1cccnc1

Assay by compound	37	38	39	40	41	42
RXFP1 antag	-4	4	15	-5	8	-8
Vif-APOBEC3F blk	1%	5%	0%	0%	0%	1%
D1 potentiator	-2	-7	-4	0	/	-3
Vif-A3G inh	1%	0%	1%	0%	1%	0%
D1 ag	2	1	1	0	/	19
D1 antag	3	5	-1	12	/	-12
GRP78 ERSR act	-1%	-4%	4%	-3%	0%	-1%
RXFP1 agonist	0.2%	1.0%	-0.1%	1.1%	/	0.3%
D2 potentiator	-8	-5	-4	0	/	/

43	OC(COC(c1ccc(Cl)cc1)c1ccc(Cl)cc1)CN1CCCC1 (configuration not stated)
44	CCN(CC)CCOC(=O)c1ccc(N/C=C(/C#N)c2nc(-c3ccc4c(c3)OCO4)cs2)cc1
45	COc1ccc(N(CC(=O)NCc2ccccc2)C(=O)Cn2nnc(-c3ccccc3F)n2)cc1OC
46	O=C(NCCc1ccccc1)c1ccc(CS(=O)(=O)Cc2ccccc2F)o1
47	CN(Cc1ccccn1)C(=O)c1ccc2nc(Cc3cccc(Cl)c3)oc2c1

Assay by compound	43	44	45	46	47
RXFP1 antag	-9	-8	7	5	-10
Vif-APOBEC3F blk	0%	?	14%	-7%	1%
D1 potentiator	-3	-14	3	-4	-5
Vif-A3G inh	0%	0%	-10%	0%	2%
D1 ag	17	8	11	1	4
D1 antag	16	-2	-3	-9	-12
GRP78 ERSR act	-1%	-7%	-5%	2%	0%
RXFP1 agonist	1.6%	-0.2%	0.7%	-1.2%	1.3%
D2 potentiator	-23	-9	-3	-12	/
